Abeta rescue: restores growth of yeast expressing A-beta42 peptide; yeast expressing A-beta42, growth rescue, OD600, 48 h; response scale: 0% DMSO, 100% iron-clioquinol control; Potency, µM (highest dose often 46.1 µM), inactives show at the top dose growth rescue, hits mostly activators; 410,000 compounds, 0.063% hits; also: potency is read from the fitted curve at half-maximal effect; nearly all actives have a fitted effect of over 55% in size
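Yeast growth medium received pinned compounds, then yeast cells expressing toxic A-beta were added; plates incubated at 30 C for 48 hr. Growth read as absorbance at 600 nm, normalized to DMSO and equimolar FeCl3 plus clioquinol controls.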
EPAC2 ag: EPAC2 (human) agonism. Q8WZA2. EPAC2 activation, biochemical qHTS; response scale: 100% = 6.5 mM cAMP response. Potency, µM (highest dose often 154 µM), for the others: at the top dose activation, hits mostly activators. 360,000 compounds, 0.079% hits. AID 720711; also: potency is read from the fitted curve at half-maximal effect; nearly all actives have a fitted effect of over 50% in size
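Readout is BODIPY fluorescence (480 nm excitation, 540 nm emission), which falls as labeled GDP is exchanged off Rap1B. EPAC2 at 100 nM acted on 250 nM RAP1B-BODIPY-GDP with 50 uM GDP present.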
TDP-43 yeast inh: TDP-43 toxicity inhibition in yeast | TDP-43 expressing yeast growth rescue, BacTiter-Glo, 24 h | 410,000 compounds, 1.8% hits | Potency, µM (top dose mostly 46.1 µM), for the others: top-dose growth rescue (activation), usual class: activators; also: potency is read from the fitted curve at half-maximal effect; % of control where 0% means no effect; nearly all actives have a fitted effect of over 50% in size
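Growth rescue of TDP-43-toxic yeast measured as ATP luminescence (BacTiter-Glo). Cells grown to mid-log in raffinose, induced in galactose at OD600=0.02, exposed to compound 24 hr at 30 deg C.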
EPAC2 antagonist: blocks human EPAC2 exchange factor. Q8WZA2. AID 720708. Potency, µM (doses to about 114 µM), for inactives: at the top dose activity, negative = inhibition, hits mostly inhibitors. 360,000 compounds, 0.18% hits. EPAC2 GEF exchange of Rap1B-BODIPY-GDP, fluorescence; also: potency is read from the fitted curve at half-maximal effect; % is scaled to controls: 0 for no effect and ±100 for the full control effect; nearly all actives have a fitted effect of over 45% in size; many of its hits are not listed in these tables
D3 ag: activates the human D3 dopamine receptor; max activation, %; D3R DiscoveRx beta-arrestin cells, luminescence, 90 min; 410,000 compounds, 0.58% hits; in the data active = max activation above about 30%; also: 0% is about no effect; mostly tested at two doses, the higher about 12 µM
Target sequence (P35462 whole entry, looked up): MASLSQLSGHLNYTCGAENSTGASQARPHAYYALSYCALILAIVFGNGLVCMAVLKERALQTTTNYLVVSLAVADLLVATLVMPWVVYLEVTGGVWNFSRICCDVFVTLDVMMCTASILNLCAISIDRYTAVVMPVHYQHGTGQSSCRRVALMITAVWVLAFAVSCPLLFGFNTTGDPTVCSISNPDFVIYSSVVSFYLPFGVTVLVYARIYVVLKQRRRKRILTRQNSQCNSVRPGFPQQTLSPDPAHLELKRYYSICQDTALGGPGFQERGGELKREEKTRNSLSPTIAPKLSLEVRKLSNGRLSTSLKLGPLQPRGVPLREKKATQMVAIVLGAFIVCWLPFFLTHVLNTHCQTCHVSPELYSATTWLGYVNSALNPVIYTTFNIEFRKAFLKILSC
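Agonist-mode cell screen: cells plated at 1500/well and incubated overnight at 37 °C, then exposed to library compounds for 90 min at 37 °C. Detection reagent was added for 30–60 min at room temperature, and luminescence was read.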
D3 antag: blocks the human D3 dopamine receptor; P35462; D3R cells, DiscoveRx beta-arrestin luminescence, antagonist mode; hits give low values; max response, negative = inhibition, %; 360,000 compounds, 2.5% hits; AID 652054; in the data active = max response below about -50%; inconclusive = no clear call, values can overlap the other calls; also: % is scaled to controls: 0 for no effect and ±100 for the full control effect; mostly tested at two doses, the higher about 12 µM
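Cells expressing the human receptor were seeded at 1500 cells/well, incubated overnight at 37 degrees C in 5% CO2, then exposed to library compounds with dopamine controls for 90 minutes at 37 degrees C before luminescent detection.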
FUS suppressor: rescues growth of FUS-expressing yeast; S. cerevisiae FUS-expressing, growth rescue, OD600, 24 h; 390,000 compounds, 0.24% hits; Potency, µM (series often up to 76.6 µM), for inactives: at the highest dose growth rescue (activation), actives largely listed as activators;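 also: potency is read from the fitted curve at half-maximal effect; plate controls were DMSO vehicle for no effect and reference control for full effect; nearly all actives have a fitted effect of over 55% in size; some results filed as inactive show a strong effect at the top dose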
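Read-out: OD at 600 nm after 24hr at 30C, reporting rescue of FUS-induced yeast toxicity. Cells at OD 0.005 in galactose (2%) minimal medium; compounds tested in a dilution series; CP55940 titration from 92uM final as control.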
aSyn yeast inh: inhibitors of alpha-synuclein toxicity in yeast; 370,000 compounds, 0.14% hits; Potency, µM (top dose mostly 46.1 µM), for the others: top-dose growth rescue (activation), actives largely listed as activators; Yeast expressing alpha-synuclein, growth rescue, BacTiter-Glo, 24 h; also: potency is read from the fitted curve at half-maximal effect; % of control where 0% means no effect; nearly all actives have a fitted effect of over 65% in size
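Readout is rescue of growth in alpha-synuclein-expressing yeast, so inhibitors of toxicity appear as activators. Growth after 24 hr at 30 deg C in galactose medium is quantified by luminescence.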
Active calls of the source: *; ? = inconclusive; . = no result given; & = joins results of further samples; [ ] = remark or other dose. Unless noted, calls follow the shape of the dose curve; as a rule, active = well fitted curve in the direction sought with a large enough effect; inconclusive = small, poorly fitted or top-dose-only effect, or another doubt; inactive = no such curve, though single readings can be large; an effect the other way counts as inactive or inconclusive. Only part of the results is shown, so the mix of outcomes need not match the whole.

SMILES | Abeta rescue | EPAC2 ag | TDP-43 yeast inh | EPAC2 antagonist | D3 ag | D3 antag | FUS suppressor | aSyn yeast inh
Cc1c(N2C(=O)C(=O)/C(=C(/O)c3ccc(Br)cc3)C2c2cccnc2)c(=O)n(-c2ccccc2)n1C (stereo unspecified) | -1% | -1% | -19% | 1% | 2 | 4 | 22% | 2%
CCOc1ccc2[nH]c(=O)c(CN(CCO)C(=O)CC)cc2c1 | -11% | -2% | -16% | 3% | -3 | -17 | 24% | -15%
O=C(NCCCCCCNC(=O)c1ccccc1O)c1ccccc1O | 3% | -5% | 23% | 8% | 10 | 6 | 7% | 1%
Cc1cc(NS(=O)(=O)c2ccc(NC(=O)c3ccc(Cl)nc3)cc2)nc(C)n1 | -1% | 4% | -1% | 5% | -4 | -14 | -8% | -1%
c1ccc(CCc2nc(-c3ccc(-n4cccc4)cc3)no2)cc1 | -6% | 12% | 0% | 2% | 0 | -1 | -17% | -6%
Cc1ccc(C(=O)Nc2ccc3nc(N4CCCCC4)cc(C)c3c2)cc1F | -12% | . | 24% | . | 16 | . | 9% | .
CC(=O)Nc1ccc(SC[C@H](Cc2ccccc2)N2CC[C@@H](C(C)(C)C)CCC2=O)cc1 | 26% | -2% | 27% | ? | 3 | 32 | 30% | -20%
C[C@@H]1CN([C@@H](C)CO)C(=O)c2cc(Br)cnc2O[C@H]1CN(C)C(=O)Nc1ccccc1 | -11% | 9% | 14% | 10% | -7 | -29 | -14% | ?
N#CCc1cc2ccc3cccc4ccc(c1)c2c34 | 11% | 12% | 11% | -6% | 16 | 19 | 13% | 3%
CCN(CC)CCCNC(=O)N[C@@H](Cc1ccccc1)C(=O)O | 14% | 4% | 2% | -3% | 7 | 5 | -14% | 13%
Cc1oc(-c2cccc(Cl)c2)nc1CS(=O)(=O)CC(=O)NCCN1CCOCC1 | 7% | 0% | 14% | -10% | 4 | 23 | -22% | 3%
CC(O)CNC(=O)c1ccc(-c2nn(C)c(=O)c3ccccc23)cc1 (stereo unspecified) | 7% | -4% | 3% | 8% | 1 | -11 | 4% | .
COc1cccc(NS(=O)(=O)NC(=O)c2c(C)[nH]c3ccccc23)c1 | -1% | -3% | 7% | -5% | -7 | -24 | ? | -7%
COc1cc2c(cc1NC(=O)CSCC(=O)O)oc1ccccc12 | -1% | -1% | -19% | 7% | -1 | -28 | 21% | -18%
COc1ccc(OC)c(-c2cc(C(=O)Nc3cnn(Cc4ccc(Cl)cc4Cl)c3)no2)c1 | -4% | . | 37% | . | 24 | . | 3% | .
C=CCNC(=O)C1CC(=O)N(c2ccc(OCC(=O)Nc3cccc(OC)c3)cc2)C1 (stereo unspecified) | 0% | 4% | -10% | 4% | -1 | 9 | 7% | 13%
Cc1ccc(OCCN2C(=O)c3ccccc3C2=O)cc1 | 13% | 16% | 6% | 3% | 4 | -20 | 20% | 7%
CC(=O)c1cc(CN2CCN(CCC(C)C)C(CCO)C2)cs1 (stereo unspecified) | 10% | -5% | ? | 10% | -12 | 2 | -15% | 9%
Cc1ccc(NC(=O)c2ccc(S(=O)(=O)NCc3ccco3)cc2)nc1 | -4% | -5% | 21% | -3% | -6 | -4 | 0% | -6%
CCCS(=O)(=O)Nc1cccc(-c2cn3ccc(C)cc3n2)c1 | -14% | . | -11% | . | -13 | . | 10% | .
CC(C)C(NC(=O)c1ccc(C(C)(C)C)cc1)C(=O)N1CCC(C(N)=O)CC1 (stereo unspecified) | -8% | 12% | 12% | 9% | -4 | -21 | . | 7%
CC(C)(C)C(=O)N1CCN(c2ccc(NC(=O)c3ccc([N+](=O)[O-])o3)cc2)CC1 | -14% | 0% | 17% | 4% | -13 | ? | 11% | -9%
COc1ccc(C2NC(=O)NC(C)=C2C(=O)Nc2cccc(C)c2C)cc1 (stereo unspecified) | 7% | 2% | 16% | -1% | 0 | -17 | 12% | -9%
OCCNc1cnc2ccccc2n1 | -5% | 16% | 20% | -3% | 13 | 2 | -6% | 4%
Cc1cccc(NC(=O)CCNC(=O)c2ccc(Br)cc2)c1C | 0% | 0% | -10% | -5% | -2 | 0 | 4% | -9%

Reprinted from the part before: 3 compounds; new compounds follow.
SMILES | Abeta rescue | EPAC2 ag | TDP-43 yeast inh | EPAC2 antagonist | D3 ag | D3 antag | FUS suppressor | aSyn yeast inh
COc1ccc(C2NC(=O)NC(C)=C2C(=O)Nc2cccc(C)c2C)cc1 (stereo unspecified) | 7% | 2% | 16% | -1% | 0 | -17 | 12% | -9%
OCCNc1cnc2ccccc2n1 | -5% | 16% | 20% | -3% | 13 | 2 | -6% | 4%
Cc1cccc(NC(=O)CCNC(=O)c2ccc(Br)cc2)c1C | 0% | 0% | -10% | -5% | -2 | 0 | 4% | -9%
COc1cc(-c2nc3cnccn3c2Nc2ccc(C(C)C)cc2)ccc1O | -7%&5% | 4% | 0%&-5% | 1% | 20&25 | 50 | -2%&-4% | 1%
NS(=O)(=O)c1ccc(-c2ccc(/C=C3\SC(=S)N(C4CCS(=O)(=O)C4)C3=O)o2)cc1 (stereo unspecified) | -9% | -2% | 5% | 8% | -3 | -9 | 6% | -3%
Cc1cc(NS(=O)(=O)c2ccc(NC(=O)CCCC(=O)O)cc2)nc(C)n1 | 6% | 10% | 2% | -7%[57.1 µM] | 4 | -19 | 8% | 4%
Cn1c(N)c(C(=O)COC(=O)Cc2cccs2)c(=O)n(C)c1=O | -2% | 6% | -12% | -1% | 7 | 11 | . | 10%
O=C1Nc2cc(S(=O)(=O)N3CCCC3)ccc2N2CCCC12 (stereo unspecified) | -7% | 9% | 11% | 11% | -6 | -20 | ? | 1%
COc1ccc(-c2ccc(CCC(=O)O)n2-c2ccccc2O)cc1 | 22%&-6% | 6% | 16%&23% | -6% | 1&1 | 0 | ? | 4%
CCOc1ccc(NC(=O)CN(C)C(=O)c2cc3c(s2)CCC(C)C3)cc1OCC (stereo unspecified) | 1% | -14% | 3% | 4% | -4 | 18 | ? | -3%
O=C(C[C@@H]1CC[C@H](NC(=O)Cc2ccccn2)[C@@H](CO)O1)NCCc1ccccc1 | -14% | 14% | 12% | 4% | -2 | -4 | -4% | -2%
Cc1ccc(-c2nc3ncccc3o2)cc1NC(=O)COc1ccc(C(C)C)cc1 | -33%[inhibitor] | . | ? | . | 20 | . | 22% | .
COc1ccc(/C=C2\Oc3cc(OC(=O)N4CCOCC4)ccc3C2=O)cc1 | -2% | 13% | 14% | 1% | 1 | 6 | 12% | 9%
COC(=O)CC(NS(=O)(=O)c1cccs1)c1ccccc1Cl (stereo unspecified) | 18% | 7% | 9% | -2% | -11 | -28 | 13% | 0%
COc1cc(C)ccc1S(=O)(=O)NC(=O)Cn1nnc(COc2ccc3c(c2)CCCC3)c1C | 0% | 9% | 15% | -17% | 16 | 6 | 15% | 0%
CCCCn1c(SCC(=O)N2CCC(C)CC2)nc2ccsc2c1=O | -17% | 14% | 27% | 1% | 30* | 11 | 37% | 9%
COc1cccc(-n2c(=O)c3c(C)c(C)sc3n(CC(=O)NCc3ccc(C)cc3)c2=O)c1 | -4% | . | 0% | . | 8 | . | -35% | .
COc1ccccc1NC(=O)Nc1nc(CC(=O)NCc2cccnc2)cs1 | 11% | 7% | 15% | 4% | -10 | -8 | -1% | -2%
CCC(C)c1ccccc1NC(=O)COc1ccc(-c2nnco2)cc1 (stereo unspecified) | -5% | -3% | 0% | 4% | -4 | 8 | 12% | 3%
COc1ccc(NC(=O)NCc2ccc3c(c2)OCO3)c(OC)c1 | 9% | 5% | 5% | 5% | 6 | 43 | 22% | 1%
Cc1ccc(-c2nnc(COC(=O)c3cc(=O)[nH]c4ccccc34)o2)cc1 | -2% | -4% | 4% | 20% | 7 | 9 | . | 3%
O=C(Nc1ccccc1)c1cc(C2CCCCN2S(=O)(=O)c2ccc(F)cc2F)on1 (stereo unspecified) | -2% | 7% | 8% | 13% | 0 | 8 | 2% | 1%
COc1ccc(Cl)cc1NC(=O)CSc1nc(N2CCOCC2)nc(N2CCOCC2)n1 | -2% | 1% | ? | 1% | -6 | -9 | . | 5%
COc1ccc(NC(=O)Cn2nc(C(F)(F)F)c3c2CCCC3)c(OC)c1 | 26% | -15% | 20% | 1% | 1 | 11 | 14% | 7%
COc1ccc(C(=O)O)cc1S(=O)(=O)Nc1ccccc1C(=O)NCc1ccc2c(c1)OCO2 | 19% | 5% | 10% | 2% | 0 | 2 | -3% | -1%
Cc1ccc(Cn2c(CO)cnc2SCC(=O)NCc2ccccc2Cl)cc1 | -18% | . | -22% | . | -5 | . | -10% | .
O=S(=O)(NC1CCCCCCC1)c1ccccc1 | 7% | 5% | -1% | -9% | -7 | -20 | 6% | 13%
CC1CN(c2nc3ccccc3nc2NS(=O)(=O)c2ccccc2)CC(C)O1 (stereo unspecified) | -18% | 7% | ? | -8% | -11 | -18 | 25% | -3%
SMILES | Abeta rescue | EPAC2 ag | TDP-43 yeast inh | EPAC2 antagonist | D3 ag | D3 antag | FUS suppressor | aSyn yeast inh
Cc1ccc(C(=O)NNC(=O)CCCCC(=O)NNC(=O)c2ccc(C)cc2)cc1 | -5% | 4% | -8% | -5% | 0 | 0 | 8% | -6%
CCN1/C(=C/C=C/c2oc3ccc4ccccc4c3[n+]2CC)Oc2ccc3ccccc3c21 | -94%[inhibitor] | ? | -71%[inhibitor] | ? | -6 | -23 | 24% | -46%[inhibitor]
N#Cc1nc(-c2cccc3ccccc23)oc1NCCN1CCCCC1 | -2% | 3% | -24% | 2% | -49 | ? | 11% | -1%
O=C(NC(=S)NCc1ccccc1)c1cccnc1 | 20% | 3% | 3% | -10% | -5 | -5 | -3% | -1%
COc1ccccc1C1=NC(c2ccc(C)cc2)N=C1C (stereo unspecified) | -38%[inhibitor] | 18% | ? | ? | 3 | -6 | -1% | -15%
Cc1ccnc(NC(=O)/C=C/c2cccs2)c1 | -24% | 10% | -8% | 4% | -10 | 0 | 11% | -4%
CSCCC(NS(=O)(=O)c1ccccc1)C(=O)Nc1nccs1 (stereo unspecified) | 0% | 1% | -8% | -2% | 7 | -10 | 26% | -2%
Cn1c(=O)c2sccc2n2c(CCCC(=O)Nc3ccc(Cl)cc3)nnc12 | -11% | . | -1% | . | 9 | . | 15% | .
O=C(CSc1nc(C(F)(F)F)cc(=O)[nH]1)NCc1ccc2c(c1)OCO2 | -3% | 1% | 20% | 5% | 0 | 11 | -2% | 0%

Compound activity from PubChem.
